# LYPLA1 inh = blocks human lysophospholipase 1, a PME1 counter-screen; O75608; recombinant LYPLA1, FP-Rh probe fluorescence polarization; inhibition, % at 5.9 µM; 320,000 compounds, 0.16% hits;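 active = inhibition above the mean of all tested compounds plus 3 SD, set per campaign, cut at about 14% in these data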;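 also: inhibitors block serine hydrolase probe labeling of LYPLA1 so polarization falls; 0% = enzyme with DMSO and 100% = wells lacking LYPLA1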
# Target sequence (O75608 whole entry, looked up): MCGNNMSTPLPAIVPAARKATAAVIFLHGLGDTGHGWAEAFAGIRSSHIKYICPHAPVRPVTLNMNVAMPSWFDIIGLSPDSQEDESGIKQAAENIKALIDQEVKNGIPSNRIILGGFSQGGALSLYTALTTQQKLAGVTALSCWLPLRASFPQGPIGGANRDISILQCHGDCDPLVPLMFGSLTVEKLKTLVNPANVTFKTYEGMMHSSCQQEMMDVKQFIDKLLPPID
# PAFAH2 inh = inhibitors of human PAFAH2 | recombinant PAFAH2, FP-rhodamine activity probe, fluorescence polarization | 340,000 compounds, 0.99% hits | AID 492956 | inhibition, % at 3.39 µM | Q99487;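 active = inhibition above the mean over all tested compounds plus 3 SD, cut at about 30% in these data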;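 also: inhibitors block probe labeling of enzyme so polarization drops; 0% = enzyme with DMSO and 100% = wells lacking PAFAH2 protein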
# PAD4 FP inh = inhibitors of human PAD4; inhibition, % at 6.36 µM; recombinant PAD4, RCA probe fluorescence polarization; AID 485272; Q9UM07; 330,000 compounds, 0.41% hits;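 active = percent inhibition above a cutoff equal to the mean of all tested compounds plus 3 SD, cut at about 15% in these data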;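 also: 0% = PAD4 with RCA probe and DMSO and 100% = probe without PAD4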
# PAFAH1B2 inh = blocks human PAF acetylhydrolase 1b catalytic subunit 2; P68402; recombinant PAFAH1B2, FP-rhodamine activity probe, fluorescence polarization; 340,000 compounds, 1.2% hits; inhibition, % at 3.39 µM;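 active = inhibition above the mean of all tested compounds plus 3 SD, cut at about 24% in these data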;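 also: 0% = enzyme with DMSO and 100% = wells lacking PAFAH1B2; many of its hits are not listed in these tables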
# PAFAH1B3 FP inh = blocks human PAF acetylhydrolase 1B catalytic subunit 3. Q15102. recombinant PAFAH1B3, FP-rhodamine probe, fluorescence polarization. inhibition, % at 3.39 µM. 340,000 compounds, 0.28% hits;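 active = inhibition above the screen-wide average of all tested compounds plus 3 SD, cut at about 25% in these data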;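 also: 0% = enzyme with DMSO only and 100% = wells lacking PAFAH1B3 protein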
# Target sequence (Q15102 whole entry, looked up): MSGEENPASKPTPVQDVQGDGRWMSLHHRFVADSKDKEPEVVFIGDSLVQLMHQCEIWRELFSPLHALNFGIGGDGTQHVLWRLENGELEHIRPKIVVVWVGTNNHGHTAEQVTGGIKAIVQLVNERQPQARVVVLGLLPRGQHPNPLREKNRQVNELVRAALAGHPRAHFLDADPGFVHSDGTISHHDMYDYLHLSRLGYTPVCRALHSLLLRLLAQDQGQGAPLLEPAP
# Fam108B inh = counter-screen for RBBP9 inhibitors: inhibitors of mouse Fam108B; recombinant Fam108B, FP-Rh probe fluorescence polarization; inhibition, % at 9.51 µM; 300,000 compounds, 0.33% hits;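 active = inhibition above the screen mean inhibition plus 3 SD, computed separately per campaign, cut at about 18% in these data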;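 also: inhibitors lower polarization as less probe binds the enzyme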
# PME-1 inh = blocks human protein phosphatase methylesterase 1. recombinant PME-1, FP-Rh probe fluorescence polarization. inhibition, % at 5.9 µM. 320,000 compounds, 0.53% hits. AID 2130;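 active = inhibition above the campaign mean of all compounds plus 3 SD, cut at about 26% in these data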;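 also: competitive labeling of PME-1 active site by serine hydrolase directed probe; 0% = PME-1 with DMSO and 100% = wells lacking PME-1 enzyme; inhibitors block probe labeling so polarization falls and inhibition rises; many of its hits are not listed in these tables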
# GSTO1 inh = blocks human GSTO1 in RBBP9 counter-screen; P78417; recombinant GSTO1, activity-based probe fluorescence polarization; inhibition, % at 5.96 µM; 300,000 compounds, 1.1% hits; AID 1974;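 active = inhibition above the campaign mean inhibition plus 3 SD, cut at about 35% in these data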;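 also: 0% = GSTO1-1 with DMSO and 100% = wells lacking GSTO1-1 enzyme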
# pPAFAH FP inh = pPAFAH (human) enzyme inhibition. Q13093. recombinant pPAFAH, FP-rhodamine probe fluorescence polarization. inhibition, % at 3.39 µM. 330,000 compounds, 1.5% hits;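 active = inhibition above the mean inhibition across the screen plus 3 SD, cut at about 25% in these data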;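 also: inhibitors block binding of the rhodamine activity-based probe so polarization drops; 0% = enzyme with DMSO and 100% = wells lacking pPAFAH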
# Target sequence (Q13093 whole entry, looked up): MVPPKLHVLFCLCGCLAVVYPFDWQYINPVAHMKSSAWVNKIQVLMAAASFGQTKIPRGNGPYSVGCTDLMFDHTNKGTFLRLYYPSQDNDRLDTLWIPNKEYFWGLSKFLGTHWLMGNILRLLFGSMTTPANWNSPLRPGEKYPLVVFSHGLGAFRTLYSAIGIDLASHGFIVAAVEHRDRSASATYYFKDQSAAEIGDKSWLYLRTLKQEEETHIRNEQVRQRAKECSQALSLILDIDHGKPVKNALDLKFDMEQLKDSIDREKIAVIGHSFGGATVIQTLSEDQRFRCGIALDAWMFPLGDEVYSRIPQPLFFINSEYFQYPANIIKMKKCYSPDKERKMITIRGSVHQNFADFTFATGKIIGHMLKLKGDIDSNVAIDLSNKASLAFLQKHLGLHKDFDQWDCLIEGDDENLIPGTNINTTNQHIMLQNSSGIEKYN
# Starred values were filed as active, the others as inactive; . = no result given. These rows are one share of the data; count on the stated rates, not on these rows.
SMILES,LYPLA1 inh,PAFAH2 inh,PAD4 FP inh,PAFAH1B2 inh,PAFAH1B3 FP inh,Fam108B inh,PME-1 inh,GSTO1 inh,pPAFAH FP inh
CC(C)NC(=O)CC1OC(=O)c2ccccc21 (stereo not drawn),-2,15,-2,4,9,-1,-1,-1,4
CCOC(=O)CNC(=S)N(Cc1cccs1)C1CCCC1,2,2,-2,7,8,0,6,-1,2
Cc1ccc(NC(=O)CSc2nnc(NC(=O)c3ccco3)s2)cc1,3,-5,1,1,6,3,1,15,5
CCOc1ccc(N(CC(=O)NCC(C)C)S(C)(=O)=O)cc1,3,-3,2,3,0,1,-4,7,7
CC(NC(=O)Nc1ccc2c(c1)OCO2)c1ccncc1 (stereo not drawn),-3,7,3,-2,3,1,3,4,-1
CC1CC(C)CN(C(=O)c2ccc(NS(=O)(=O)c3ccc4[nH]c(=O)[nH]c4c3)cc2)C1 (stereo not drawn),3,7,4,1,-2,-1,9,-52,4
Cc1ccc(S(=O)(=O)N(C)c2ccc(OCC(=O)NC3=NCCS3)cc2)cc1,-3,-9,0,2,12,2,8,-1,2
CCN(CC)CCn1c2c(c(SCC(=O)Nc3ccc(F)c(F)c3)nc1=O)CCC2,-5,-3,-3,1,7,4,-3,-5,0
CCOC(=O)c1ccc(N=NN(C)C)cc1,0,-2,1,3,-4,3,2,-7,6
COc1cc(NC(=O)c2ccc3snnc3c2)cc(OC)c1,-2,5,0,4,-9,-1,-3,-3,1
O=S(=O)(c1cccc(C(F)(F)F)c1)N1CCC(CO)(CCCc2ccccc2)CC1,11,-1,-1,8,9,2,7,2,3
CCOC(=O)C1=C(CN2CCC(C)CC2)NC(=O)NC1c1ccc(Cl)cc1 (stereo not drawn),0,-2,-4,-1,16,1,2,9,9
CCn1c(SCC(N)=O)nnc1-c1ccc(S(=O)(=O)N2CCN(C)CC2)cc1,4,-9,4,2,4,0,3,-2,6
CCc1ccc([C@H]2C(C(=O)O)=C[C@@H](CC)N2S(=O)(=O)c2ccc(C)cc2)cc1,.,2,0,17,4,.,.,.,4
COc1ccccc1N1CCN(CC(=O)c2c(C)n(C)c3ccccc23)CC1,3,22,-4,4,6,-1,5,3,2
CN(C)c1ccc(C(=O)/C=C/c2ccccc2)cc1,-1,16,-2,2,-5,4,7,11,10
COc1cc(-c2nnco2)cc(OC)c1OC,1,.,0,.,.,6,-5,7,-12
CC(C)CCNC(=O)CN(Cc1ccccc1)C(=O)CCC(=O)Nc1ccccn1,0,-4,-1,2,-1,-3,8,-6,1
O=C(Cn1c(=O)cnc2ccccc21)Nc1cc(Cl)ccc1N1CCOCC1,.,4,2,3,12,.,.,.,8
Cc1[nH]c2ccccc2c1C(c1ccccn1)N1CCC(C(N)=O)CC1 (stereo not drawn),-1,-9,-5,-3,-2,-2,-9,19,-1
CCOC(=O)Cc1nnc(NC(=O)COc2ccc(OC)cc2)s1,1,6,0,-9,6,-2,-9,-4,12
Cc1csc(CNc2ncnc3ccc(-c4ccoc4)cc23)c1,-8,-11,-6,13,-3,.,-16,.,5
CCOCCCN(Cc1cc2cc(C)cc(C)c2[nH]c1=O)C(=O)N(CC)CC,-1,-5,3,-6,5,1,0,-1,2
CN1C(=O)Cc2cc(S(=O)(=O)NCc3c(F)cccc3Cl)ccc21,-6,8,5,7,1,1,13,-2,1
CN(CC(=O)NCCc1ccc(S(N)(=O)=O)cc1)S(=O)(=O)c1ccc(Br)s1,-1,-6,0,6,2,2,-1,-5,10

# The last 7 records of the part before are carried over, then new ones follow.
SMILES,LYPLA1 inh,PAFAH2 inh,PAD4 FP inh,PAFAH1B2 inh,PAFAH1B3 FP inh,Fam108B inh,PME-1 inh,GSTO1 inh,pPAFAH FP inh
O=C(Cn1c(=O)cnc2ccccc21)Nc1cc(Cl)ccc1N1CCOCC1,.,4,2,3,12,.,.,.,8
Cc1[nH]c2ccccc2c1C(c1ccccn1)N1CCC(C(N)=O)CC1 (stereo not drawn),-1,-9,-5,-3,-2,-2,-9,19,-1
CCOC(=O)Cc1nnc(NC(=O)COc2ccc(OC)cc2)s1,1,6,0,-9,6,-2,-9,-4,12
Cc1csc(CNc2ncnc3ccc(-c4ccoc4)cc23)c1,-8,-11,-6,13,-3,.,-16,.,5
CCOCCCN(Cc1cc2cc(C)cc(C)c2[nH]c1=O)C(=O)N(CC)CC,-1,-5,3,-6,5,1,0,-1,2
CN1C(=O)Cc2cc(S(=O)(=O)NCc3c(F)cccc3Cl)ccc21,-6,8,5,7,1,1,13,-2,1
CN(CC(=O)NCCc1ccc(S(N)(=O)=O)cc1)S(=O)(=O)c1ccc(Br)s1,-1,-6,0,6,2,2,-1,-5,10
CCOC(=O)c1sc(NC(=O)CSc2nc3c(c(=O)n2-c2ccc(C)cc2)SCC3)c(C(=O)OCC)c1C,1,7,-1,0,0,-4,-5,-1,5
Cn1c(=O)oc2cc(S(=O)(=O)NCC3CCCO3)ccc21 (stereo not drawn),1,-13,0,-4,2,-1,-6,-5,2
O=C(NC(=S)NNC(=O)c1cccs1)c1ccc(Br)o1,1,-4,3,2,8,3,-1,-10,3
O=C(Cn1nnc(-c2ccccc2)n1)NC(=O)NC1CCCC1,0,4,-2,-4,-1,.,0,.,2
Cc1ccc(CC(=O)Nc2cccc(C)n2)cc1,-1,-2,0,3,-1,2,1,-2,0
CCOc1ccc2cc(C(=O)c3ccccc3)c(=O)oc2c1,-1,-9,-5,1,0,-4,2,1,10
O=C(CNC(=O)c1ccco1)NNC(=O)c1ccc(Br)cc1,.,4,0,-1,-2,.,.,.,1
CCCOC(=O)c1ccc(Oc2cn[nH]c2-c2ccc(O)cc2O)cc1,-10,-6,-2,-1,10,6,5,-5,12
CCC(=O)NCCN1CCN(C(=O)CC)CC1,3,-1,-2,-2,-2,1,2,1,0
Cc1ccc(-c2ccc(S(=O)(=O)N3CC(C)OC(C)C3)cc2)cc1 (stereo not drawn),4,0,2,3,6,1,0,-5,4
CN(C)CC(O)COc1cccc(OCC(O)CN(C)C)c1 (stereo not drawn),1,7,-1,3,9,0,4,-3,1
O=C(COC(=O)/C=C/c1cccc(C(F)(F)F)c1)NCc1ccco1,2,14,-2,4,4,0,1,5,8
COc1ccc(C(=O)CCc2nc3ccccc3s2)cc1,4,-9,-2,-1,-5,3,5,-2,5
O=C(Cn1cc(SCc2ccccc2Cl)c2ccccc21)N1CCOCC1,1,7,-1,-1,5,-1,5,7,7
Cc1cc(N=CC2=C(O)CCCC2=O)no1,0,-2,0,7,2,-3,-2,5,0
CN(CC(=O)Nc1cccc(F)c1)C(=O)CSc1ccc(Br)cc1,-2,9,-4,13,13,-5,3,1,1
Cc1[nH]c(C(=O)O)c(C)c1C(=O)OC(C)C,-3,-3,2,13,-3,0,0,-4,-1
Cn1c(N)c(C(=O)COC(=O)Cn2cc(C(F)(F)F)ccc2=O)c(=O)n(C)c1=O,3,2,1,0,8,3,-1,3,2
CN1CCN(c2ccccc2NC(=O)c2ccc(-c3ccc(Br)cc3)o2)CC1,5,-7,-8,8,4,-7,-2,4,0
O=C1C2C3C=CC(CC3)C2C(=O)N1/N=C/c1ccccc1O (stereo not drawn),0,3,0,-1,2,6,2,15,1
CCCc1nnc(SCC(=O)N2C(C)CCCC2C)n1CC (stereo not drawn),3,-7,-8,0,0,-2,-1,4,5
C/C(=N\NC(=O)C1CC1)c1cccc(NC(=O)c2cccc(Cl)c2)c1,0,.,-7,.,.,4,2,-5,-1
COc1ccc(/C=N/NC(=O)c2ccccc2O)cc1CN1CCOCC1,-2,6,5,3,-2,1,4,28,4
CCOC(=O)c1c(C)n(O)c2ccc(Cl)cc2c1=O,-1,2,2,7,-2,-1,-4,-2,0
CCN(CC)Cc1c(O)ccc2c(=O)c(Oc3ccccc3OC)c(C)oc12,2,3,1,3,1,3,-6,-1,1
CC(=O)c1cccc(NC(=O)NCc2cccs2)c1,0,-2,-1,1,4,-3,1,2,8

# Exported with values under each structure: part of the list above.
# Sequence of screens: LYPLA1 inh | PAFAH2 inh | PAD4 FP inh | PAFAH1B2 inh | PAFAH1B3 FP inh | Fam108B inh | PME-1 inh | GSTO1 inh | pPAFAH FP inh
O=C(NC(=S)NNC(=O)c1cccs1)c1ccc(Br)o1
 : 1 | -4 | 3 | 2 | 8 | 3 | -1 | -10 | 3
CN(CC(=O)Nc1cccc(F)c1)C(=O)CSc1ccc(Br)cc1
 : -2 | 9 | -4 | 13 | 13 | -5 | 3 | 1 | 1

# A run of entries of the results above, as a working copy:
SMILES,LYPLA1 inh,PAFAH2 inh,PAD4 FP inh,PAFAH1B2 inh,PAFAH1B3 FP inh,Fam108B inh,PME-1 inh,GSTO1 inh,pPAFAH FP inh
CCOC(=O)c1c(C)n(O)c2ccc(Cl)cc2c1=O,-1,2,2,7,-2,-1,-4,-2,0
CCN(CC)Cc1c(O)ccc2c(=O)c(Oc3ccccc3OC)c(C)oc12,2,3,1,3,1,3,-6,-1,1
CC(=O)c1cccc(NC(=O)NCc2cccs2)c1,0,-2,-1,1,4,-3,1,2,8

# Assay outcomes (PubChem)
